SENP6 block = SENP6 protease inhibitors, primary screen, biochemical, luminescence, uHTS | hit rate 1.8% among 330,000 | Sentrin-specific protease 6 (Homo sapiens), Q9GZR1 | AID 2599, 2010 | Recombinant SENP6 catalytic domain, aminoluciferin luminescence | inhibition, % at 10 µM;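 active = inhibition above about 50% at the single tested dose, limit read from the data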;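 also: plate controls were DMSO wells with enzyme for no effect and DMSO wells lacking enzyme for full effect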
Apaf1 inhib = inhibitors of human Apaf-1 apoptosome, primary screen, biochemical, DEVD-Rh110 fluorescence, uHTS. reconstituted apoptosome caspase-3 activity. inhibition, % at 20 µM. hit rate 0.71% among 330,000. AID 489030, 2010; active = inhibition of at least 40% at 20 µM;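 also: plate controls were DMSO wells for no effect and DEVD-CHO caspase inhibitor wells for full effect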
Target sequence (O14727 whole entry, looked up): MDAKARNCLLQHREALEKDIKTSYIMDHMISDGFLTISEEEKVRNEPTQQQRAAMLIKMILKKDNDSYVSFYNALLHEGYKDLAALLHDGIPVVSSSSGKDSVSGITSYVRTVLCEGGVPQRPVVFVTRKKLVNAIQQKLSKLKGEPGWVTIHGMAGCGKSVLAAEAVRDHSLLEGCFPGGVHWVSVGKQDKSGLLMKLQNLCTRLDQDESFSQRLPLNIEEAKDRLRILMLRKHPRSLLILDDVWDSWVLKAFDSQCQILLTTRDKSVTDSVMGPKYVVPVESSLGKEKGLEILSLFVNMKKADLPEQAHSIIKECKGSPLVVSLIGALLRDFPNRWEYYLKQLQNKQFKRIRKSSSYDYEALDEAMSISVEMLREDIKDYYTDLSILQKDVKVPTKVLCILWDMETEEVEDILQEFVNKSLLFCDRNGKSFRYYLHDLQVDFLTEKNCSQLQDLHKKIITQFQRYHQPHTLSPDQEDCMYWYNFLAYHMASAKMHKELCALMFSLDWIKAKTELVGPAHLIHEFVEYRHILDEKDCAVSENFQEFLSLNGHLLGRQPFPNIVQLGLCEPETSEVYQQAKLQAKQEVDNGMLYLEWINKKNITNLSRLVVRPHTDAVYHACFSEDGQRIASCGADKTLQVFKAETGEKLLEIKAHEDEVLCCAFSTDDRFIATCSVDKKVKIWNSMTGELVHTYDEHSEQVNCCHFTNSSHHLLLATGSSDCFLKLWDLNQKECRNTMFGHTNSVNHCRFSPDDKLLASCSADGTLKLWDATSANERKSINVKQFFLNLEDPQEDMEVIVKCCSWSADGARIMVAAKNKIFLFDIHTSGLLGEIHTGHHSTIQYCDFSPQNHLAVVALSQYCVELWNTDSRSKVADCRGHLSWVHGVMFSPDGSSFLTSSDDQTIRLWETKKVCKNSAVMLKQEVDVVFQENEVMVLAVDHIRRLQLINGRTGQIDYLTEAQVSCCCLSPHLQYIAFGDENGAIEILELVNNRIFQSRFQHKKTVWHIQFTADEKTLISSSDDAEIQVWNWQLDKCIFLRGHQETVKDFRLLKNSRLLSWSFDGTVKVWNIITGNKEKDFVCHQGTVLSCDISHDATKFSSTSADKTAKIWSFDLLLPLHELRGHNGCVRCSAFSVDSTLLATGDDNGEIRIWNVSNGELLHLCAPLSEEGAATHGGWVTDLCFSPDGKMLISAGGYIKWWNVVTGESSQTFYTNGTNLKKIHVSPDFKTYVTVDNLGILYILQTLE
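Material: biochemical Apaf-1 apoptosome reconstitution. Medium: Hepes buffer, pH 7.5. Also added: cytochrome c activation, bis-DEVD rhodamine 110 substrate. Timing: 30 min compound preincubation, 50 min activation, room temperature. Measured by: rhodamine 110 fluorescence at Ex 480/Em 540 nm.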
PfGluPho inh = PfG6PD enzyme inhibitors, primary screen, biochemical, fluorescence intensity, uHTS. PfGluPho enzyme, NADPH resazurin-diaphorase fluorescence. hit rate 0.78% among 350,000. glucose-6-phosphate dehydrogenase-6-phosphogluconolactonase (Plasmodium falciparum 3D7). inhibition, % at 20 µM. AID 504690, 2011;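 active = inhibition reaching at least a set limit at 20 µM in the primary screen, cut at about 59% in these data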;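 also: 0% = DMSO wells with substrate and 100% = DMSO wells lacking glucose-6-phosphate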
HKDC1 inhibitor = HKDC1 hexokinase inhibitors, primary screen, biochemical, fluorescence, uHTS; Q2TB90; recombinant HKDC1, G6PDH/diaphorase resazurin coupled fluorescence; inhibition, % at 20 µM; hit rate 0.16% among 340,000; AID 493160, 2011;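 active = inhibition above about 35% when tested at 20 µM, limit read from the data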;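 also: plate controls were DMSO wells with enzyme for no effect and DMSO wells lacking enzyme for full effect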
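Incubation: 90 min at room temperature in dark / Material: recombinant HKDC1 (HK5) hexokinase enzyme, produced in-house / Quantity: enzyme 5 µg/mL final / Compound: one dose of 20 µM, 1% DMSO / Reagent: glucose and ATP substrates / Buffer or medium: Tris pH 8.0 buffer with MgCl2, Tween-20, BSA, BME / Technique: resorufin fluorescence at 613 nm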
SENP8 block-1 = SENP8 protease inhibitors, primary screen, biochemical, luminescence | hit rate 1.2% among 330,000 | Sentrin-specific protease 8 (Homo sapiens), Q96LD8 | purified SENP8, Z-RLRGG-aminoluciferin cleavage | inhibition, % at 10 µM | AID 2540, 2010; in the data active = inhibition above about 50%
SENP1 inh = human SENP1 catalytic domain inhibitors, primary screen, biochemical, FRET, uHTS; Sentrin-specific protease 1 (Homo sapiens), Q9P0U3; recombinant SENP1 catalytic domain, CyPet-SUMO1-YPet FRET cleavage; inhibition, % at 10 µM; hit rate 0.21% among 360,000; AID 624204, 2012;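 active = inhibition at least 30% at 10 µM, raw YFP signal under a set limit, fluorescence ratio 0.5 to 1.5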;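 also: 0% = enzyme with DMSO and 100% = no enzyme wells; some results filed as inactive read as strong as hits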
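Test system: human SENP1 catalytic domain; medium: Tris pH 8 buffer plus EDTA, NaCl, BME, BSA, NP40, catalase; incubation: 50 min reaction at room temperature; technique: FRET, CFP and YFP emission; controls: no-enzyme low control and enzyme-plus-DMSO high control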
SENP8 block-2 = human SENP8 protease inhibitors, primary screen, biochemical, fluorescence, Nedd8 protein substrate, uHTS; hit rate 0.64% among 360,000; AID 602440, 2012; recombinant SENP8; inhibition, % at 20 µM; in the data active = inhibition mostly above about 40%, no sharp cut-off; inactive = mostly below about 27%
NALP3 yeast inh = NALP3 inflammasome inhibitors in reconstituted yeast, primary screen, luminescence, uHTS | Yeast reconstituted NLRP3/ASC/caspase-1, beta-gal luminescence, 24 h | inhibition, % at 10 µM | hit rate 0.39% among 330,000 | AID 2825, 2010;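 active = inhibition of 50% or more; inactive = inhibition below 50%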;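 also: plate controls were induced DMSO wells for no effect and uninduced yeast grown without galactose for full effect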
SENP7 inh = SENP7 protease inhibitors, primary screen, biochemical, luminescence, uHTS; hit rate 1.5% among 330,000; Sentrin-specific protease 7 (Homo sapiens), Q9BQF6; AID 434973, 2010; recombinant SENP7, Z-RLRGG-aminoluciferin luminescence, 40 min; inhibition, % at 5 µM;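 active = inhibition above about 50% at the single test dose, limit read from the data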;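 also: plate controls were DMSO with enzyme for no effect and no enzyme buffer wells for full effect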
The depositor's hits bear a star; i = inactive; . = not tested or not shown. Outcome played no part in choosing rows; about 4.1% have a hit in one of these screens.

canonical_smiles	SENP6 block	Apaf1 inhib	PfGluPho inh	HKDC1 inhibitor	SENP8 block-1	SENP1 inh	SENP8 block-2	NALP3 yeast inh	SENP7 inh
Cc1ccc(S(=O)(=O)Cn2nnnc2CN(Cc2ccco2)CC2CCCO2)cc1 (stereo not given)	-29	12	-27	-7	-12	1	-9	-17	-15
Fc1ccc(N2CCN(c3ncnc4c3nnn4Cc3ccccc3Cl)CC2)cc1	-10	15	16	-2	-1	-1	14	5	1
Cc1ccc(C(=O)NC23CC4CC(CC(C4)C2)C3)c(Cl)c1	0	13	-10	5	-4	1	27	36	6
COc1ccc(CCN2C(=O)c3[nH]nc(-c4ccccc4O)c3C2c2cccc(O)c2)cc1OC (stereo not given)	-10	21	14	9	-4	0	-4	9	3
Nc1ccccc1C(=O)Nc1ccc(Cl)cc1Cl	6	5	11	-5	4	1	-306	17	8
Nc1nnnn1/N=C/c1cccc(Oc2ccccc2)c1	-1	9	-6	1	-7	4	20	-2	-8
CCOC(=O)c1cnc(-n2nc(C)cc2C)nc1NNc1cc(C)nc(-c2ccccc2)n1	.	.	-2	-20	.	5	25	.	.
COc1ccc(NC(=S)N2CCC(NC(=O)c3cccc(F)c3)CC2)cc1	1	7	-10	-5	-12	10	4	17	2
Cc1cc(CCCCCCCCc2cc(C)cc(=O)o2)oc(=O)c1	0	-2	3	-16	-16	3	6	16	-6
Cc1ccc(-n2c(SCC(=O)Nc3cc(S(=O)(=O)N4CCOCC4)ccc3Cl)nc3ccccc3c2=O)cc1	1	13	-6	-3	3	-1	10	-2	7
COc1ccccc1NC(=O)c1cc[n+](C)cc1	20	-2	-1	-6	3	2	20	7	4
Cc1ccc(S(=O)(=O)n2nc(C)c(C#N)c2N)cc1	-11	-1	12	-9	-3	2	8	-13	5
Cc1ccccc1-c1nnc(CS(=O)(=O)c2ccccc2)o1	-15	6	12	-4	-12	1	6	7	-12
O=C(COC(=O)c1ccccn1)Nc1nc(-c2ccccc2)cs1	2	5	23	-3	-5	1	18	11	6
Cc1cc(C(=O)NNC(=S)NCc2ccccc2)no1	-5	0	-5	-5	2	2	2	26	-9
CC1(C)CNC(=O)c2sc(NC(=O)CN3CCOCC3)nc2C1	7	2	4	2	4	0	16	0	-5
Cc1cc(NC(=O)Nc2cccc([N+](=O)[O-])c2)no1	-42	1	8	-10	-19	2	5	27	-6
CCOC(=O)c1sc(NC(=O)COC(=O)Cn2cnc3ccccc32)c(C(=O)OCC)c1C	0	22	-1	7	-8	1	32	-7	-9
N#Cc1c(-c2ccco2)cc(C2CC2)nc1SCC(=O)c1ccccc1	6	5	-4	1	1	-2	-2	18	6
Cc1ccc(-n2ncc3ccccc3c2=O)cc1Cl	45	5	-17	5	37	-1	-18	17	41
CCN(CC)c1ccc(/C=N/NC(=O)CNC(=O)c2cccs2)cc1	-15	12	-1	-2	4	-71	-308	27	3
Cc1cc(C)n(-c2cc(N3CCN(C(=O)c4cccc(F)c4)CC3)ccc2[N+](=O)[O-])n1	-15	20	16	-1	-9	0	24	-1	-1
COC(=O)c1ccc(COC(=O)c2ccccc2OC)cc1	-5	8	24	-10	-4	-2	27	23	7
CCOC(=O)c1nnn(-c2nonc2-n2cccc2)c1CN1CCOCC1	4	9	-7	3	1	-2	-6	7	-7
O=C(NNC(=O)c1ccc2ccccc2c1)c1cccc(Cl)c1	.	.	-1	-2	.	0	22	.	.
CCn1cc(C(=O)N(C)Cc2ccc(OC(F)F)cc2)c(=O)c2ccc(C)nc21	-17	-2	10	5	4	-7	8	4	0
CC1CCC2C(=O)N(c3ccc(NC4CCCCC4)c([N+](=O)[O-])c3)C(=O)C2C1 (stereo not given)	-7	17	0	7	1	4	24	17	2
Cc1cc(C(=O)CN2C(=O)NC3(CCCc4ccccc43)C2=O)c(C)n1Cc1ccccc1 (stereo not given)	-17	19	-3	3	-6	-2	9	-20	-16
Cc1ccc(S(=O)(=O)N2CCN(CC(=O)Nc3ccccc3Cl)CC2)cc1	-22	4	9	-4	9	3	-1	9	-4
S=C(NCc1ccc2c(c1)OCO2)NCc1ccco1	-5	4	-5	-6	5	-14	0	13	9
CCC(C(=O)NCc1ccco1)N(C(=O)CNS(=O)(=O)c1ccc(C)cc1)c1ccccc1F (stereo not given)	-16	-1	15	-5	4	2	9	18	-2
O=[N+]([O-])c1ccc(N2CCN(c3ccccc3O)CC2)c(Cl)c1	-31	18	1	11	-18	0	17	4	-11
COc1cc2nc(NC(=O)c3ccccc3)[nH]c(=O)c2cc1OC	-2	2	-14	11	-11	1	-15	4	-7
CC1CCCC(NC(=O)C2CCN(S(=O)(=O)N3CCCCC3)CC2)C1C (stereo not given)	7	-8	2	10	7	2	-2	-8	7
CCn1c(CNC(=O)Cc2ccc(OC)cc2)nnc1SCCOc1ccccc1	0	5	8	3	-12	-1	10	3	-2
COc1ccc(-c2sc3cc(OC)ccc3c2-c2ccc(OCCN3CCOCC3)cc2)cc1	.	31	24	8	.	5	-389	.	-7
O=C(CSc1nnc(NC(=O)C2CC2)s1)NCc1ccc(F)cc1	-2	4	23	28	-13	2	7	7	7
O=C(Nc1ccccc1)Nc1cccc(NC(=O)Nc2ccccc2)c1F	-12	-4	-26	-2	-5	3	10	4	1
CC1CCN(c2ccc(C(=O)Nc3ccc4c(c3)OCO4)cc2[N+](=O)[O-])CC1	1	9	62*	-4	5	1	33	10	2
COc1ccc([C@@H]2CC(=O)c3c(O)cc(O[C@@H]4OC(CO[C@@H]5OC(C)[C@H](O)[C@@H](O)[C@H]5O)[C@@H](O)[C@H](O)[C@H]4O)cc3O2)cc1O (stereo not given in full)	8	-8	-3	-3	1	1	10	2	13
CN(C)CC#CCCCCCCC#CCN(C)C	-19	-7	.	.	1	.	.	-2	6
COC(=O)CSc1nc2cc(OC)ccc2n1C	-9	-20	-15	0	-2	1	16	-10	6
CCOCCCNC(=O)C(NC(=O)CNC(=O)c1ccccc1)c1ccc(C)cc1 (stereo not given)	-4	16	-8	2	6	1	22	3	-2
O=C(COC(=O)[C@@H]1CC(O)CN1S(=O)(=O)c1ccc([N+](=O)[O-])cc1)NC12CC3CC(CC(C3)C1)C2 (stereo not given in full)	7	-3	13	7	8	0	14	11	2
CCC(C)(C)c1ccc(OC(=O)c2cccnc2Cl)cc1	5	30	29	-1	-5	-2	10	27	-2
Cc1ccnc(NS(=O)(=O)c2ccc(NC(=O)c3cncc(Br)c3)cc2)n1	2	-8	-7	15	6	-17	11	5	6
COc1ccc(/C=C/C(=O)c2ccc[nH]2)cc1OC	-3	-1	-11	0	-13	-57	-293	10	-8
FC(F)(F)C1=CC(c2ccc(Cl)cc2)=NCCN1	-2	0	-6	-7	7	3	13	7	0
CC(C)c1ccc(S(=O)(=O)/N=C2/C=C(Sc3ncn[nH]3)C(=O)c3ccccc32)cc1	.	.	104*	64*	.	4	30	.	.
CCOC(=O)C1=C(C)NC(C)=C(C(=O)OCC)C1C(=O)OCC(=O)NC1(C#N)CCCCC1	-13	2	-9	-5	-4	-6	i	19	-6
O=C(COC(=O)c1ccc(Cl)cc1Cl)Nc1cccc(S(=O)(=O)NC2=NCCC2)c1	-14	7	-17	-6	4	3	-10	19	1
Cc1cccnc1NC(=O)Cn1nc(-c2ccccc2)oc1=S	-18	0	2	-11	0	0	6	28	5
O=S(=O)(c1ccc2c(c1)OCCO2)N1CCC(n2nnc3cc(C(F)(F)F)ccc32)CC1	-10	10	17	2	-3	3	4	5	11
CCOC(=O)C1CCN(C(=O)CCCCn2c(=O)[nH]c3ccccc3c2=O)CC1	5	4	-11	-2	3	-1	-4	-1	4
CCCN(CC1CC1)c1nc(C)nc(Nc2c(Cl)cc(Cl)cc2Cl)c1Cl	-1	-1	22	-1	7	0	16	-1	-4
C=CCSC1=Nc2cc(OC)c(OC)cc2C2=NC(=O)CN12	.	.	-3	-5	.	-25	-377	.	.
CC(C)(C)c1cc(CN(CCO)CCO)cc(C(C)(C)C)c1O	7	-6	16	8	-2	2	17	-27	-8
CCN(CC(=O)Nc1ccccc1OC)C(=O)c1ccc(NC(=O)c2cccs2)cc1	-6	5	7	0	-8	1	4	3	8
CCN(CC)C(=S)SCC(=O)Nc1ncc2c(n1)CC(C)(C)CC2=O	17	-7	11	-6	6	3	1	16	-1
CSCCC(NS(=O)(=O)c1ccc(C)cc1C)C(=O)Nc1cccnc1 (stereo not given)	-14	-4	10	1	-3	1	20	15	6

Next part.
canonical_smiles	SENP6 block	Apaf1 inhib	PfGluPho inh	HKDC1 inhibitor	SENP8 block-1	SENP1 inh	SENP8 block-2	NALP3 yeast inh	SENP7 inh
COc1cc(OC)c(C2=NOC(C(=O)Nc3c(C)n(C)n(-c4ccccc4)c3=O)C2)cc1Cl (stereo not given)	7	-8	-5	-5	4	0	-1	-1	10
CCC1CCCCN1CCCNC(=O)c1ccc(CS(=O)(=O)Cc2ccccc2F)o1 (stereo not given)	-23	-2	-13	-8	6	-3	20	12	11
CCCCCCCCCC(=O)N1c2ccccc2NC(=O)C1CC(=O)Nc1ccc(C(=O)O)cc1 (stereo not given)	-2	7	-12	3	0	2	6	-1	0
CC(=O)N/N=C(\N)c1nonc1N	-21	-13	-6	1	-7	1	14	-6	8
Cc1cc(NC(=O)c2sc3ccccc3c2O)no1	89*	1	31	-6	75*	-126	-370	20	73*
COc1c(C(O)CC(C)C)ccc2c1C(=O)OCc1cc(C)cc(O)c1O2 (stereo not given)	-3	-2	13	0	-1	-3	7	-1	3
COc1ccccc1C/C(N)=N/OC(=O)c1ccc2c(c1)OCO2	-35	-3	-5	13	-8	1	10	9	3
CC(Oc1ccc2c3c(c(=O)oc2c1)CCCC3)C(=O)NCC1CCC(C(=O)O)CC1 (stereo not given)	10	2	18	0	-3	0	-363	-5	2
CCOC(=O)c1sc2nc(CC(=O)OC)nc(NCc3ccco3)c2c1C	.	.	23	6	.	5	-460	.	.
COc1cc(Cn2c(=O)oc3ccc(C)cc32)ccc1OC(C)C	-19	11	-15	0	-3	2	0	7	4

Screening results from PubChem.
